# Gli-Sufu block – blocks Gli-Sufu signaling in a luciferase reporter; AID 588413; Sufu-KO-LIGHT fibroblasts, Gli luciferase reporter luminescence; inhibition, % at 5 µM; 0.74% of 340,000 active;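 active means inhibition above about 55%, limit read from the data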;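 further: 0% = DMSO-treated cells and 100% = wells with medium but no cells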
# APJ antagonist – antagonists of human APJ apelin receptor; P35414; CHO-K1 APJ beta-arrestin complementation, luminescence; inhibition, % at 20 µM; 0.32% of 330,000 active;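 active means inhibition above about 40% at 20 µM, limit read from the data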;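 further: cells challenged with 10 nM apelin-13 agonist together with compound; plate controls were apelin-13 plus DMSO wells for no effect and DMSO wells lacking apelin-13 for full effect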
# EBI2 block – antagonists of human EBI2 receptor; P32249; EBI2 beta-arrestin recruitment, luminescence, 7a,25-OHC stimulated; inhibition, % at 5 µM; 0.81% of 360,000 active; AID 651636; in the data active means inhibition above about 38%;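 further: enzyme fragment complementation signal reports receptor beta-arrestin coupling in cells; 0% = agonist plus DMSO wells and 100% = wells without agonist; some results beyond the cut were filed as inactive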
# CXCR6 inh – inhibitors of human CXCR6 receptor; AID 602244; inhibition, % at 20 µM; CHO-K1 PathHunter CXCR6 beta-arrestin, luminescence; 0.36% of 360,000 active; in the data active means inhibition above about 34%, passing the limit was not always enough;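 further: antagonist mode with CXCL16 agonist at 10 nM final; 0% = 10 nM CXCL16 with DMSO and 100% = unstimulated wells without agonist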
# Target sequence (O00574 whole entry, looked up): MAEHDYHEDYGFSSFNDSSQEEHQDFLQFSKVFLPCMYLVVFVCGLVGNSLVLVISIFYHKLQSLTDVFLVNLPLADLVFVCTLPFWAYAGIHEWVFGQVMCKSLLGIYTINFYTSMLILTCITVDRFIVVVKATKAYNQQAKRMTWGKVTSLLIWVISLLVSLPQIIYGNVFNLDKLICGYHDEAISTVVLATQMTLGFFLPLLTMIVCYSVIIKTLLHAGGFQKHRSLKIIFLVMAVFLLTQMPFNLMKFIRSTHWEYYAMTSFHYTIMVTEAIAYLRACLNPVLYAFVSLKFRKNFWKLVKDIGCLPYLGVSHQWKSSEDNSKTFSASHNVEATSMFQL
# APJ agonist – APJ receptor agonism; P35414; CHO-K1 APJ PathHunter beta-arrestin, luminescence; 0% DMSO wells, 100% apelin; AID 2520; 0.11% of 330,000 active; activation, % at 20 µM;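 active means activation more than six SD over the plate average, tested at 20 µM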;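 further: 0% = DMSO alone and 100% = apelin-13 at 10 nM; some results filed as inactive read as strong as hits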
#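 Test system: CHO-K1 APJ beta-arrestin complementation cell line | Compound: Single test compound dose, 20 µM final, 1% DMSO | Incubation: Compound 90 min 25 °C, reagent 1 h | Measured by: beta-gal luminescence | Read-out basis: APJ–arrestin association signal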
# ATG4B inhibitor – inhibitors of human ATG4B cysteine protease; ATG4B cleavage of LC3-PLA2, NBD-HPC fluorescence, 1 h; 0.51% of 340,000 active; inhibition, % at 8.33 µM; AID 504462; in the data active means inhibition above about 40%
# Target sequence (Q9Y4P1 whole entry, looked up): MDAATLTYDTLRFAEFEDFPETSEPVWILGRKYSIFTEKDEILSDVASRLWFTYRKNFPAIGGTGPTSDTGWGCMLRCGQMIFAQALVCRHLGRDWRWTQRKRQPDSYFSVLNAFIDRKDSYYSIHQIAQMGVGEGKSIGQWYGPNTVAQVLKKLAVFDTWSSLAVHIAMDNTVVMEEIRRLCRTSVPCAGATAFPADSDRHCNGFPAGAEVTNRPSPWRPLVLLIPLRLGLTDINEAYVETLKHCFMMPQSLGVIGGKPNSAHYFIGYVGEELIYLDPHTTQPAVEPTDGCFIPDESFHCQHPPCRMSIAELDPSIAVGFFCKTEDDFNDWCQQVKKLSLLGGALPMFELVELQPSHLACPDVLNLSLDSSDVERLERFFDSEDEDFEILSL
# CCR6 antag – CCR6 (human) receptor antagonism | P51684 | inhibition, % at 20 µM | AID 493098 | CHO-K1 CCR6 PathHunter beta-arrestin, luminescence, CCL20-stimulated | 0.49% of 340,000 active;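 active means compounds whose inhibition of the agonist-driven luminescence signal at 20 µM reaches about 50%, limit read from the data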;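 further: cells stimulated with CCL20 at 14 nM final; plate controls were DMSO with CCL20 for no effect and DMSO without agonist for full effect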
# Target sequence (P51684 whole entry, looked up): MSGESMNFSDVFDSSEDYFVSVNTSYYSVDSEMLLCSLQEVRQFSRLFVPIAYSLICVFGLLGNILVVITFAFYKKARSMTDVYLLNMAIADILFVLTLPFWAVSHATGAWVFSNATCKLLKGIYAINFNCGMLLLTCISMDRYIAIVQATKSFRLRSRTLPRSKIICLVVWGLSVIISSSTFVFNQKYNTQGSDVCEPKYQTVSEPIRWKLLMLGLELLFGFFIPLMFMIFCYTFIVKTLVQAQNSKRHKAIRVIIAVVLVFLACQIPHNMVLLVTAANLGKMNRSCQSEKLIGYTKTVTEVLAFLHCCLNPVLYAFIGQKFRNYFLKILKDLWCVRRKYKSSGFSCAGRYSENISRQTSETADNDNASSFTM
# UBC13 polyUb – inhibitors of human UBC13 polyubiquitin chain formation; TR-FRET; AID 485273; inhibition, % at 20 µM; P61088; 0.47% of 330,000 active; in the data active means inhibition above about 45%, passing the limit was not always enough; inconclusive means no clear call, values can overlap the other calls
# * marks the source's active call; other numbers are inactive results; ? = inconclusive; / = no result given; & = joins results of further samples. Compounds as they come. Share with any hit: about 3%.
compound	APJ agonist	ATG4B inhibitor	CCR6 antag	EBI2 block	UBC13 polyUb	Gli-Sufu block	CXCR6 inh	APJ antagonist
CCn1c(=O)c2cc(C(=O)N(C)CC(OC)OC)sc2c2ccccc21	-3	0	7	4	13	-4	-11	7
C[C@H](CO)N1C[C@H](C)[C@@H](CN(C)Cc2ccncc2)Oc2c(NC(=O)CCCCCC(=O)Nc3ccccc3N)cccc2C1=O	-1	-9	-3	-6	18	-2	-17	10
COc1ccccc1C/C(N)=N/OC(=O)c1cccc([N+](=O)[O-])c1C	10	-5	-2	3	0	-6	-14	-57
COc1ccc(-c2noc(CSc3nc4ccccc4c(=O)n3-c3ccc(C)cc3)n2)cc1	-4	-2	10	16	-5	6	17	-52
CCc1ccc([C@H]2C(C(=O)O)=C[C@@H](CC3CCCC3)N2S(=O)(=O)c2ccc(C)cc2)cc1	-4	11	-6	6	-15	-34	8	3
CC1(C)C(=O)Nc2ccccc2N1C(=O)COc1ncnc2c(Cl)cc(Cl)cc12	-2	-9	3	2	-8	9	-5	5
C/C(CC(=O)Nc1c(C)cc(C)cc1C)=N\NC(=O)OC(C)(C)C	-2	-3	18	-12	-10	-1	-4	-3
CC(=O)c1ccc(C(=O)N(CCN(C)C)c2nc3c(Cl)cccc3s2)cc1	-6	-5	24	-5	-4	12	4	-12
CCOCCOC(=O)C1=C(C)NC2=C(C(=O)CC(c3cccs3)C2)C1c1ccsc1 (stereo unspecified)	-7	-1	47	31	3	7	25	45*
Cc1ccccc1Oc1ncnc2sccc12	-2	-3	-1	14	2	3	-7	20
CC(=O)Nc1ccc(NC(=O)CCCN2C(=O)c3ccccc3C2=O)cc1	-2	-1	2	0	-13	6	2	2
O=C(N/N=C/c1cc2c(cc1Br)OCO2)c1c[nH]c2ccccc12	-1	38	-5	3	-36	-65	-3	-4

# (more compounds)
compound	APJ agonist	ATG4B inhibitor	CCR6 antag	EBI2 block	UBC13 polyUb	Gli-Sufu block	CXCR6 inh	APJ antagonist
O=C(Cn1ccccc1=O)NCc1ccc(F)cc1	0	-2	4	-11	-2	-4	0	4
Cc1ccc(Nc2ncnc3sc(C)c(C)c23)cc1	3	28	1	-3	-7	-11	-4	27
CCOC(=O)c1cc(CC)sc1NC(=O)c1cccc(N2C(=O)CCC2=O)c1	4	-2	8	-6	9	1	-1	-5
COc1ccccc1N1CCN(CC(O)COc2cccc3ccccc23)CC1 (stereo unspecified)	-4&-2	0&-8	3&5	8&6	25&13	1	-5&-12	11&22
O=C1NC(SCCCF)=N/C1=C/c1ccc(-n2cncn2)cc1	-1	-5	7	13	3	-3	11	1
Cc1c(Cl)c(C(=O)NNC(=S)Nc2ccc(F)cc2)nn1C	-3	-7	22	4	-47	-10	3	12
CC1CCCN(C(C(=O)Nc2ccc3c(c2)OCCO3)c2ccccc2)C1 (stereo unspecified)	1	2	10	10	-12	-1	3	-4
CC(C)CN(C(=O)COC(=O)CCCc1c[nH]c2ccccc12)c1c(N)n(Cc2ccccc2)c(=O)[nH]c1=O	-4	1	4	2	-2	-7	3	-12
CC(=O)N1CN(S(=O)(=O)c2ccc(C)cc2)CC1C (stereo unspecified)	-2	9	-3	-9	-4	-7	-1	-12
CCOc1ccc(CCNC(=O)COC(=O)c2ccc(C)s2)cc1OCC	1	-4	14	-7	-8	0	-8	-13
CCOC(=O)CNC(=O)CSc1nc(-c2ccccc2)ns1	0	-3	14	3	-5	62*	6	20
COc1cc(SC)ccc1C(=O)Nc1ccc(Br)cn1	1	3	1	36	4	20	-9	3

# Gathered by group, those above containing two or more sulfur atoms.
compound	APJ agonist	ATG4B inhibitor	CCR6 antag	EBI2 block	UBC13 polyUb	Gli-Sufu block	CXCR6 inh	APJ antagonist
CCOCCOC(=O)C1=C(C)NC2=C(C(=O)CC(c3cccs3)C2)C1c1ccsc1 (stereo unspecified)	-7	-1	47	31	3	7	25	45*
CCOC(=O)CNC(=O)CSc1nc(-c2ccccc2)ns1	0	-3	14	3	-5	62*	6	20

# Next structures:
compound	APJ agonist	ATG4B inhibitor	CCR6 antag	EBI2 block	UBC13 polyUb	Gli-Sufu block	CXCR6 inh	APJ antagonist
CCn1c(SCC(=O)Nc2ccccc2C)nnc1-c1ccccc1O	-6	-11	14	-11	0	-14	3	9
CC(=O)C1=C(O)C(=O)N(CCC(=O)O)C1c1cccc(F)c1 (stereo unspecified)	2	1	2	-7	-18	0	-13	-12
Cc1cccnc1NC(=S)NC(=O)/C=C/c1ccccc1	-4	0	-2	6	3	-20	-4	-4
CCOc1ccc(S(=O)(=O)c2c(C(=O)c3ccccc3)cnc3cc4c(cc23)OCCO4)cc1	-1	9	14	52*	?	2	1	4
O=C(NCCCn1ccnc1)C1c2ccccc2Oc2ccccc21	-3	2	-2	3	6	7	6	14
CCN(CC)S(=O)(=O)c1cccc(C(=O)OC2CCOC2=O)c1 (stereo unspecified)	-4	-18	-7	-1	0	3	-3	6
Cc1ccccc1C(=O)Nc1ccccc1-c1nnn(CC(=O)Nc2ccc3c(c2)OCCO3)n1	-3	28	6	2	-6	4	7	-5
FC(F)(F)c1nc2ccccc2n2c(-c3ccc(Cl)cc3)nnc12	-1	3	13	0	16	11	-4	21
C=C(C)COc1ccc(-c2n[nH]c(C)c2-c2ccccc2OC)c(O)c1	0	-2	-9	5	10	4	-8	8
CCCCOC(=O)c1ccc(O)cc1	-1	-8	-2	-15	5	-12	1	12
CCOC(=O)CC(NS(=O)(=O)c1ccc(OC)c(OC)c1)c1cccc([N+](=O)[O-])c1 (stereo unspecified)	-3	-8	9	-4	1	2	-3	-21
Cc1onc(-c2ccccc2)c1C(=O)OCC(=O)N1CCN(c2ccccc2)CC1	-1	1	12	-3	0	5	10	2

# Following part:
compound	APJ agonist	ATG4B inhibitor	CCR6 antag	EBI2 block	UBC13 polyUb	Gli-Sufu block	CXCR6 inh	APJ antagonist
Cc1csc(=O)n1CCC(=O)OCC(=O)NNC(=O)c1ccccc1	-4	-5	9	-2	-2	-8	3	26
COc1ccc(N2CCN(C(=O)c3ccc(OCC4CCCO4)cc3)CC2)cc1 (stereo unspecified)	-2	0	-14	15	-7	-5	-1	1
O=C(Nc1ccccc1Cl)c1cc(=O)c2ccccc2o1	-5	-6	10	-5	4	-25	2	18
Cc1cc(C)n(/N=C/c2cccc(O)c2)c(=O)c1C(N)=O	-1	2	-1	-9	-7	1	-6	2
Cc1nc2c(-c3ccccc3)cnn2c(N2CCOCC2)c1C	-2	0	3	9	9	-103	-2	-5
CC(NC(=O)c1cccc(F)c1)C1CC2CCC1C2 (stereo unspecified)	3	7	9	4	6	1	-3	-5
CSc1ccccc1C(=O)N1CCN(S(=O)(=O)c2sc(C(=O)O)c(C)c2C(=O)O)CC1	-4	-10	4	-20	-11	5	-1	7
O=C(NC1CCCCCC1)C1CCC(CNS(=O)(=O)c2ccc(Br)s2)CC1 (stereo unspecified)	-3	-5	6	5	-6	10	2	0
O=C(Cc1coc2cc3c(cc12)CCC3)OCc1cc(=O)n2c(n1)sc1ccccc12	-6	0	-3	-10	-7	2	-4	-11
Cc1ccccc1Nc1nc(N)nc(CSCc2c(C)noc2C)n1	3	-6	7	-2	-1	2	-2	11
Cc1ccc(NC(=O)CCC(=O)NNC(=O)c2ccccc2)c(C)c1	-1	0	0	-11	1	-2	-4	-4
O=C(CCC(=O)c1cccs1)NC(c1ccccc1)c1ccccc1	-6	-4	13	10	3	20	5	7

# Going on with the list.
compound	APJ agonist	ATG4B inhibitor	CCR6 antag	EBI2 block	UBC13 polyUb	Gli-Sufu block	CXCR6 inh	APJ antagonist
CCN(C(=O)COC(=O)c1c(NC(C)=O)sc(C)c1C)C1CCS(=O)(=O)C1 (stereo unspecified)	-2	-10	-6	-13	4	2	4	7
COC(OC)C1(CCc2ccccc2)NC(=O)NC1=O (stereo unspecified)	/	-4	-1	-1	/	6	10	/
Cc1ccc(C(=O)NNC(=O)c2ccccc2OCc2c(C)noc2C)cc1	0	0	8	-7	6	2	3	-42
COc1cc(OC)c(-c2nc3c[n+](CC(=O)c4ccccc4)ccc3n2C)cc1OC	3	3	0	8	7	0	8	11
CC(C)OC(=O)c1cc(C(=O)c2cc(F)ccc2O)coc1=N	-3	-1	0	4	-9	-16	3	1
CC(=O)Nc1cccc(-n2nnc(SCC(=O)c3ccccc3)n2)c1	1	12	10	-7	2	-33	11	18
COc1ccc(/C=N\NC(=S)SCN2C(=O)C3CCC(C)(C2=O)C3(C)C)cc1 (stereo unspecified)	6	-16	12	0	-20	-5	16	-12
CC(=O)Nc1ccc(S(=O)(=O)NCC(=O)N2CCN(S(=O)(=O)c3cccs3)CC2)cc1	1	2	6	-21	0	0	-10	-5
CCOc1ccc(OCCC(=O)N(CC(=O)Nc2ccccc2C(F)(F)F)Cc2ccco2)cc1	-4	-5	9	6	5	-1	7	10
Cc1nnc(SCC(=O)Nc2ccc(N3CCOCC3)cc2)o1	8	-7	-17	7	1	-1	-4	9
O=C(NCCS(=O)(=O)NCc1ccccc1)c1ccc2c(c1)OCO2	-3	-1	6	-11	9	-7	6	9
N/C(=N\OC(=O)c1ccc(F)cc1)c1ccccc1	7	-3	-7	-12	15	-25	-1	-112

# (cont.)
compound	APJ agonist	ATG4B inhibitor	CCR6 antag	EBI2 block	UBC13 polyUb	Gli-Sufu block	CXCR6 inh	APJ antagonist
CCn1cc(CNC(=O)CCc2nnc(CCC3CCCCC3)o2)cn1	-2	4	11	-6	-7	-5	0	1
O=c1c2c3nc4ccccc4nc3n(-c3ccc4c(c3)OCCO4)c2ncn1C1CCCC1	13	-5	0	26	-30	10	5	0
O=C(O)c1sccc1Oc1ccc(NS(=O)(=O)c2cccc(F)c2)cc1	-1	6	9	-6	-6	32	4	10
CCc1cccc(C)c1NC(=O)COC(=O)c1ccc2c(c1)S(=O)(=O)c1ccccc1C2=O	4	22	6	-6	-15	-1	-3	-68
CC(C)n1c(N2CCN(S(=O)(=O)c3cccc([N+](=O)[O-])c3)CC2)nc2ccccc21	-2	22	4	2	-7	25	0	-28
Cc1c(Cl)c(C(=O)N2CCCc3ccccc32)nn1C	-5	-12	6	-4	5	-4	-6	14
Fc1cccc(CSc2nnc3c(n2)[nH]c2ccccc23)c1	-2	3	3	4	-18	17	5	6
COc1ccc(C(CNS(=O)(=O)c2cccc(F)c2)N2CCCC2)cc1 (stereo unspecified)	-2	-17	6	-12	20	11	8	6
CC(C)(C)n1nnnc1C(c1cccs1)N1CCN(C(=O)c2ccco2)CC1 (stereo unspecified)	-8	-15	-6	-11	-3	-2	0	-8
Clc1ccc(N(CC2CO2)CC2CO2)cc1 (stereo unspecified)	/	-4	-3	-7	/	-7	5	/
O=C(/C=C/c1cccc2ccccc12)NCCC1=CCCCC1	-1	-2	12	17	3	11	7	7
CCOc1cc(NC(=S)NCC2CCCO2)c(OCC)cc1NC(=O)c1ccc(F)cc1 (stereo unspecified)	1	-5	3	37	-10	5	4	-8

# The listing continues:
compound	APJ agonist	ATG4B inhibitor	CCR6 antag	EBI2 block	UBC13 polyUb	Gli-Sufu block	CXCR6 inh	APJ antagonist
COc1cccc(C2C(C(=O)c3cccs3)=C(O)C(=O)N2c2cc(C)on2)c1 (stereo unspecified)	0	5	6	-2	-8	-5	10	22
OCCCc1cn(CC2CCCCC2)nn1	6	12	3	0	-2	-27	-9	9
COc1ccc(OC)c(-n2c(-c3ccccc3)n[nH]c2=S)c1	-2	-7	18	3	4	-27	7	1
COC(=O)/C=C1/N/C(=N\c2nc(C)cc(C)n2)N(c2cccc(C)c2)C1=O	-1	34	0	-13	-5	5	0	12
O=C(CSc1nnc(COc2ccccc2F)n1-c1ccccc1)NCc1ccco1	-2	-6	-5	12	6	-53	-4	10
O=C(CSc1nnc2scc(-c3ccccc3)n12)c1ccc2c(c1)OCCO2	-1	3	-1	-3	-4	-1	-3	-1
COc1ccc(C)cc1-n1nnnc1SCC(=O)Nc1cccnc1Cl	-1	-6	13	-12	8	17	-10	6
Cc1c(-c2cccc(Cl)c2)nc2ccccc2c1C(=O)OC/C(O)=C(\C#N)c1nc2ccccc2[nH]1	-3	-4	4	5	-18	-20	-9	-9
CCOC(=O)c1c(C)nc(C(Cl)(Cl)Cl)nc1N	3	-2	12	-8	30	-11	-3	-4
